# Compound activity deposited in PubChem by National Center for Advancing Translational Sciences (NCATS).
# Giardia kill – Small Molecules that selectively kill Giardia lamblia: qHTS | activity change, % at 7.66 µM, hits read low | Giardia lamblia trophozoite viability | hit rate 0.15% among 340,000 | AID 540267, 2011; in the data active means activity change below about -80%; inconclusive means between about -30% and that limit;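 further: parasites exposed to compound for two days anaerobically before the ATP read; on the % scale 0 is the no-effect control and ±100 the full control effect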
#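 Luminescent ATP signal served as the viability read-out, measured 15-30 min after adding ATP detection reagent to trophozoites that had been incubated with compounds for 48 hrs at 37 deg C anaerobically at 100 cells/well.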
# AT treatment – qHTS Assay for Identifying a Potential Treatment of Ataxia-Telangiectasia. […] A-T fibroblasts, KAP-1 phosphorylation AlphaLISA; neocarzinostatin DNA damage 30 min before lysis. Potency, µM (series often up to 57.5 µM), without a hit: at the top dose activation, actives largely listed as activators. hit rate 0.19% among 320,000; further: potency means the concentration at half of the fitted maximal effect; % of control where 0% means no effect; nearly all actives have a fitted effect of over 45% in size
#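 ATM-like activity read as KAP-1 phosphorylation via AlphaLISA donor/acceptor antibody pairs after lysis and 6 hr at 25C. Cells were ATM-null patient fibroblasts ([…], hTERT), dosed 60 min, then exposed to the DSB inducer NCS for 30 min.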
# Chronic BCR inh – qHTS Assay to Find Inhibitors of Chronic Active B-Cell Receptor Signaling. ABC-DLBCL IkBa-CBG/CBR reporter, luminescence ratio, 4 h. Potency, µM (highest dose often 46.1 µM), for inactives: at the top dose ratio change, negative = lower green/red ratio, most hits filed as inhibitors. hit rate 0.05% among 340,000. AID 493014, 2011; active means well fitted inhibition curve with a large enough effect in the signal ratio, with a control signal flat, not every such curve was filed as active; inconclusive means small, poorly fitted or top-dose-only effect, or effect the other way, or a change in a side signal; the % refers to the signal ratio;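 further: potency means the concentration at half of the fitted maximal effect; plate controls were basal doxycycline-induced cells for no effect and cells given 10 µM MG132 for full effect; MG132 reads +100%, hits lower the ratio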
#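 Cell line TMD8 (human ABC DLBCL), stably expressing tet-inducible CBG68-IkBa fusion and CBR; IMDM/0.5% FBS; cpd up to 46 uM; dox induction, 4 h, 37C/5% CO2; dual luminescence; green/red ratio; MG132 control.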
# GALK inhibitor – qHTS Assay for Inhibitors of Human Galactokinase (GALK) | P51570 | AID 1868, 2009 | hit rate 0.007% among 270,000 | Potency, µM (highest dose often 57.5 µM), without a hit: at the top dose activity change, negative = inhibition, hits mostly inhibitors | Purified GALK, Kinase-Glo residual ATP luminescence; further: potency means the concentration at half of the fitted maximal effect; on the % scale 0 is the no-effect control and ±100 the full control effect
# Target sequence (P51570 whole entry, looked up): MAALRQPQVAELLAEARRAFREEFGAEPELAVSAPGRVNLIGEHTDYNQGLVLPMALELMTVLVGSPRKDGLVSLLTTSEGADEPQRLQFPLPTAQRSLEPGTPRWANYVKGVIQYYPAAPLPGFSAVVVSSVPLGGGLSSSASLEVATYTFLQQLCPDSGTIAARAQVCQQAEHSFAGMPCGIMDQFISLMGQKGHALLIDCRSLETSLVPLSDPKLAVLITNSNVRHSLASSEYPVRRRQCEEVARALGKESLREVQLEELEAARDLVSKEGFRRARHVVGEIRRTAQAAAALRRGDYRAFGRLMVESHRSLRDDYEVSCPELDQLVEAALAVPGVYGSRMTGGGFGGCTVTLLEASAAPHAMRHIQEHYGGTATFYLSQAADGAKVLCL
#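 Human GALK (5 nM) with 35 uM ATP and 100 uM galactose in 20 mM HEPES pH 8.0, 5 mM MgCl2, 60 mM NaCl, 1 mM DTT, 0.01% BSA. After 1 h at room temperature, leftover ATP was read by Kinase-Glo Plus luminescence.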
# TCR act – Activators of T cell receptors: qHTS campaign; primary human leukocytes, anti-CD3, IL-2 HTRF, 48 h; Potency, µM (series often up to 9.22 µM), inactives show at the highest dose activation of IL-2 secretion, usual class: activators; 330,000 tested, under 10 active; AID 504894, 2011; further: % of control where 0% means no effect
#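 IL-2 produced over 48 hr by a-CD3 bead-stimulated primary human leukocytes exposed to compounds was detected with a homogeneous time-resolved FRET immunoassay, 665nm acceptor signal after 320nm excitation.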
# FBPA coupling cs – qHTS Assay for Inhibitors of Fructose-1,6-bisphosphate Aldolase from Giardia Lamblia: Coupling assay counterscreen | coupling enzyme system counterscreen, AmpLite Red fluorescence | activity change, negative = inhibition, % at 58.2 µM, hits read low | hit rate 0.67% among 290,000 | AID 2472, 2010; in the data active means activity change below about -30%; further: on the % scale 0 is the no-effect control and ±100 the full control effect
#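 Final compound at 57.5 uM, incubated 10 min at RT with coupling enzyme reagent (glyceraldehyde-3-phosphate), then 20 min with substrate and AmpLite Red detection. Fluorescence read at 525/598 nm; tests interference with the coupling assay, not aldolase inhibition.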
# TSHR antagonist – Antagonists of the Thyroid Stimulating Hormone Receptor: HTS campaign. activity change, negative = inhibition, % at 11.5 µM. Thyrotropin receptor (Homo sapiens), P16473. AID 504810, 2011. hit rate 0.2% among 330,000. TSHR-expressing cells, TSH-stimulated cAMP HTRF, 2 h; active compounds read low;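 active means activity change below a set negative limit, meaning inhibition stronger than a set level, cut at about -70% in these data; inconclusive means activity change between two set negative limits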; further: on the % scale 0 is the no-effect control and ±100 the full control effect
#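 Inhibition of cAMP made by TSHR-expressing cells under TSH stimulation (4nM final, EC80; 2 h, 37 deg C) is quantified with a one-step lysis HTRF kit, anti-cAMP cryptate versus cAMP-d2.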
# CXXC DNA block – qHTS Fluorescence Polarization Assay for Inhibitors of MLL CXXC domain - DNA interaction; Histone-lysine N-methyltransferase 2A (Homo sapiens), Q03164; MLL-CXXC / FITC-HOXA9 DNA fluorescence polarization; Potency, µM (highest dose often 115 µM), for the others: at the top dose activity change, negative = inhibition, usual class: inhibitors; hit rate 0.037% among 290,000; AID 2662, 2010; active means well fitted inhibition curve with a large enough effect in the polarisation, with a control signal flat, not every such curve was filed as active; inconclusive means small, poorly fitted or top-dose-only effect, or effect the other way, or a change in a side signal; inactive means no such curve, though single readings can be large or run the other way; the % refers to the polarisation; further: potency means the concentration at half of the fitted maximal effect
#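 Steps: dispense CXXC domain solution (7 uM) → pin compounds or unlabeled HOX-A9 DNA control → 5 min ambient → add FLSN-HOX-A9 solution (50 nM) → spin → 30 min ambient → fluorescence polarization. Tris pH 7.5/NaCl/DTT/BSA buffer.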
# KCNH2 WT inh – qHTS for Inhibitors of KCHN2 3.1: Wildtype qHTS; Voltage-gated inwardly rectifying potassium channel KCNH2 (Homo sapiens), Q12809; U2OS, BacMam KCNH2, thallium flux FluxOr; active compounds read low; activity change, % at 1.84 µM; hit rate 0.37% among 340,000; AID 720551, 2013;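 active means maximum activity change below -70%; inconclusive means maximum activity change between -70% and -50%; inactive means maximum activity change above -50%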; further: on the % scale 0 is the no-effect control and ±100 the full control effect
#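 U2OS cells transduced with wild-type KCNH2 virus are loaded with FluxOr dye for 45 min, and thallium flux is measured in kinetic reads before and after stimulation buffer. Rate constants are normalized to DMSO controls.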
# Tb PFK block – qHTS Assay to Find Inhibitors of T. brucei phosphofructokinase. T. brucei PFK, ADP-Glo luminescence. Potency, µM (doses to about 57.5 µM), inactives show at the top dose activity, negative = inhibition, actives largely listed as inhibitors. ATP-dependent 6-phosphofructokinase (Trypanosoma brucei brucei), O15648. hit rate 0.17% among 330,000;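 further: potency means the concentration at half of the fitted maximal effect; 0% = uninhibited 1x PFK enzyme wells and -100% = no-enzyme wells; nearly all actives have a fitted effect of over 60% in size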
# Target sequence (O15648 whole entry, looked up): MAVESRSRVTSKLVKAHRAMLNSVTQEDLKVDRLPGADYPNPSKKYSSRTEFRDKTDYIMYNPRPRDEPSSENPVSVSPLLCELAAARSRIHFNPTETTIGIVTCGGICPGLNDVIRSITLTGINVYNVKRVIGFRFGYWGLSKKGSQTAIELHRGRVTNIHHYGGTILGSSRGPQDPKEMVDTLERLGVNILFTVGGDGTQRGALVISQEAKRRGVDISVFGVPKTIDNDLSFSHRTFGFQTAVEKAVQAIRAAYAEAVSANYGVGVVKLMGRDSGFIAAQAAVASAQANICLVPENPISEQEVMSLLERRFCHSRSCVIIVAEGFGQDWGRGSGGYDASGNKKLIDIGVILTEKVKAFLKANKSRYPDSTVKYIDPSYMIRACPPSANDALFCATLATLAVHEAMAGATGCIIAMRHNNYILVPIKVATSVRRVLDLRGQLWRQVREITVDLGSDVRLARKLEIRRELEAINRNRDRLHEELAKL
#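 In TEA buffer at pH 8.0 with 5 mM MgCl2, enzyme (1.25 nM) converted F6P (0.5 mM) and ATP (0.1 mM) for 45 min at room temperature. ADP product was read by luciferase luminescence.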
# The depositor's hits bear a star; ? = inconclusive; · = no result given; [ ] = remark or other dose. Unless noted, the call rests on the fitted dose curve; in most records, active means well fitted curve in the direction sought with a large enough effect; inconclusive means small, poorly fitted or top-dose-only effect, or another doubt; inactive means no such curve, though single readings can be large; an effect the other way counts as inactive or inconclusive.
# The line under a structure holds: FBPA coupling cs, Chronic BCR inh, TCR act, Tb PFK block, Giardia kill, GALK inhibitor, CXXC DNA block, KCNH2 WT inh, TSHR antagonist, AT treatment
1) COC(=O)c1cc(OC)c(OC)cc1NC(=O)CCC1CCCC1
→ 0, 6%, 0%, -1%, -3, 0%, 5%, 20, 7, 10%
2) CC(C)CC(=O)Nc1ccccc1-c1nnn(CC(=O)N2CCOCC2)n1
→ 4, -1%, 0%, -5%, 12, 0%, 7%, -5, -1, -11%
3) CCc1nnc(NC(=O)CSc2nnc(Cc3cc(=O)[nH]c(=O)[nH]3)n2-c2ccc(OC)cc2)s1
→ 1, 2%, 4%, 1%, ?, -2%, 1%, -9, 28, 5%
4) Cc1cc(OC2CCCCC2)nc(-c2ccccc2O)n1
→ 2, 10%, -2%, -9%, 0, 4%, -7%, 0, -4, ·
5) S=c1nc(NCc2cccc(Cl)c2)c2ccccc2[nH]1
→ 0, -11%, -7%, 2%, 18, ·, ?, -8, 16, -4%
6) Cn1c(C(=O)N2CCC(C(=O)N3CCOCC3)CC2)cc2sccc21
→ 0, 5%, -3%, -9%, 18, -2%, -7%, -5, 1, -4%
7) O=C(COC(=O)c1cccc(S(=O)(=O)N2CCN(c3ccc(F)cc3)CC2)c1)NCC1CCCO1 (stereo not drawn)
→ 0, -1%, ·, -4%, -3, -2%, 1%, 9, -7, 2%
8) CC(=O)N1CCN(C(=O)c2ccc(OC3CCN(Cc4ccccn4)CC3)cc2)CC1
→ 0, 4%, 0%, 2%, 0, -4%, -2%, 1, 10, 10%
9) CCC(C)(C)NC(=O)c1sccc1Oc1ccc(F)cc1[N+](=O)[O-]
→ 0, 1%, -12%, -4%, -3, -1%, 2%, -16, -5, 15%
10) CCN(C[C@H]1N[C@@](Cc2ccccc2)(C(=O)OC)[C@H]2C(=O)N(Cc3ccccc3)C(=O)[C@@H]12)C(=O)c1ccc(F)cc1
→ ·, 2%, -14%, 10%, -22, ·, ·, 2, 7, 3%
11) CC(=O)Nc1ccc(NC(=O)CN2CCN(c3ccccn3)CC2)cc1
→ 0, 3%, 2%, -1%, 2, ·, 19%, -2, 4, 11%
12) CCOc1ccc(S(=O)(=O)N2CCC(C(=O)Nc3cccc(NC(C)=O)c3)CC2)cc1
→ -1, ?, -15%, -1%, 11, -2%, 2%, 4, -1, -1%
13) NS(=O)(=O)c1ccc(N2N=C(c3ccccc3)CC2c2cccc(Br)c2)cc1 (stereo not drawn)
→ ·, 1%, 3%[46.1 µM], 1%, ?, ·, ·, 9, 71, 29%
14) COc1ccccc1-n1c(SC(C)C(=O)NCC2CCCO2)nc2cc(Cl)ccc2c1=O (stereo not drawn)
→ ·, -6%, 0%, -1%, -10, ·, ·, -16, 4, 2%
15) c1ccc(CN2CCOCCOCCOCC2)cc1
→ 2, -8%, -1%, 4%, 17, 1%, -10%, -7, 5, -6%

# Compound profiles (already shown). Screens in order: FBPA coupling cs	Chronic BCR inh	TCR act	Tb PFK block	Giardia kill	GALK inhibitor	CXXC DNA block	KCNH2 WT inh	TSHR antagonist	AT treatment
# Results for O=C(COC(=O)c1cccc(S(=O)(=O)N2CCN(c3ccc(F)cc3)CC2)c1)NCC1CCCO1 (stereo not drawn) → 0	-1%	·	-4%	-3	-2%	1%	9	-7	2%
# Results for Cn1c(C(=O)N2CCC(C(=O)N3CCOCC3)CC2)cc2sccc21 → 0	5%	-3%	-9%	18	-2%	-7%	-5	1	-4%

# Gathered by group: the entries above with a thiophene ring, fused or not.
# The line under a structure holds: FBPA coupling cs, Chronic BCR inh, TCR act, Tb PFK block, Giardia kill, GALK inhibitor, CXXC DNA block, KCNH2 WT inh, TSHR antagonist, AT treatment
6) Cn1c(C(=O)N2CCC(C(=O)N3CCOCC3)CC2)cc2sccc21
→ 0, 5%, -3%, -9%, 18, -2%, -7%, -5, 1, -4%
9) CCC(C)(C)NC(=O)c1sccc1Oc1ccc(F)cc1[N+](=O)[O-]
→ 0, 1%, -12%, -4%, -3, -1%, 2%, -16, -5, 15%

# (further entries)
# The line under a structure holds: FBPA coupling cs, Chronic BCR inh, TCR act, Tb PFK block, Giardia kill, GALK inhibitor, CXXC DNA block, KCNH2 WT inh, TSHR antagonist, AT treatment
16) CCOc1ccc(-n2nnc3c(=O)n(CC(=O)NCc4ccco4)cnc32)cc1
→ 4, -6%, -2%, 4%, 1, ·, 3%, -2, 11, 44%
17) COC(=O)CN(c1ccccc1F)S(=O)(=O)c1ccccc1
→ 0, 5%, -4%, -2%, 16, 0%, -2%, 3, 17, 1%
18) Nc1nc(-c2ccc(Cl)cc2)nn1C(=O)c1cccs1
→ 2, ?, 2%, 0%, -5, 16%, 82%[activator], 18, 1, -1%
19) CC(=O)c1sc(NC(=O)c2ccco2)nc1-c1ccccc1
→ 4, ?, 0%, 1%, -12, 3%, 3%, 3, -6, 0%
20) CCOC(=O)C(=O)NCc1ccc(/C=C2/N=C(C)C(C(=O)OCC)=C2O)o1
→ -8, -4%, 1%, 2%, 2, 0%, 16%, -11, -9, 2%

# Another view of part of the listing above.
18	Nc1nc(-c2ccc(Cl)cc2)nn1C(=O)c1cccs1
  FBPA coupling cs: 2; Chronic BCR inh: ?; TCR act: 2%; Tb PFK block: 0%; Giardia kill: -5; GALK inhibitor: 16%; CXXC DNA block: 82%[activator]; KCNH2 WT inh: 18; TSHR antagonist: 1; AT treatment: -1%
19	CC(=O)c1sc(NC(=O)c2ccco2)nc1-c1ccccc1
  FBPA coupling cs: 4; Chronic BCR inh: ?; TCR act: 0%; Tb PFK block: 1%; Giardia kill: -12; GALK inhibitor: 3%; CXXC DNA block: 3%; KCNH2 WT inh: 3; TSHR antagonist: -6; AT treatment: 0%
20	CCOC(=O)C(=O)NCc1ccc(/C=C2/N=C(C)C(C(=O)OCC)=C2O)o1
  FBPA coupling cs: -8; Chronic BCR inh: -4%; TCR act: 1%; Tb PFK block: 2%; Giardia kill: 2; GALK inhibitor: 0%; CXXC DNA block: 16%; KCNH2 WT inh: -11; TSHR antagonist: -9; AT treatment: 2%

# Rows were taken by chance. Share with any hit: about 1.6%.
